# RAD52 inh: RAD52 (human) annealing inhibition | P43351 | recombinant RAD52 DNA annealing, FRET fluorescence | inhibition, % at 18.7 µM | actives 0.46% (n = 360,000);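 active = every replicate showing at least 50% inhibition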
# Target sequence (P43351 whole entry, looked up): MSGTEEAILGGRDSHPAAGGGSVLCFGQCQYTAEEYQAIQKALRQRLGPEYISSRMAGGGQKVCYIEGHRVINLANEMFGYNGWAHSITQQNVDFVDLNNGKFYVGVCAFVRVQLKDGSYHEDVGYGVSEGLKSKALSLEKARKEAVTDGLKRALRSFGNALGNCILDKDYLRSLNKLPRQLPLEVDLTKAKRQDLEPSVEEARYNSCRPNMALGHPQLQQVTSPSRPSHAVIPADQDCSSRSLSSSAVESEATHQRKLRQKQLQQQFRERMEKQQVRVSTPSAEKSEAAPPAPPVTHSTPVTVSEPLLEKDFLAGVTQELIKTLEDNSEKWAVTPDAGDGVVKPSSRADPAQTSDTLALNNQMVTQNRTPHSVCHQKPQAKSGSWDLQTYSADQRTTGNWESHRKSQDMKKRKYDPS
# INS-1E GSIS act: primary screen for activators of insulin secretion dependent on glucose, INS-1E cells, GLuc reporter luminescence | activation, % at 16.6 µM | AID 743287 | INS-1E GLuc reporter insulin secretion, 2-3 h | actives 0.61% (n = 370,000);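 active = lowest replicate activation of at least 40%, so every replicate reaches that level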;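 also: 0% = median of neutral control wells and 100% = median of IBMX positive control wells; some compounds called inactive have numbers as strong as hits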
# esBAF inh: blocks esBAF chromatin remodeling in mouse ES cells; reporter increase, % at 12.5 µM; Bmi1-luciferase knock-in reporter, 24 h; 100% = twice the neutral-well signal; actives 2% (n = 350,000); in the data active = activation above about 40%;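 also: 0% = median of the plate's neutral control wells and 100% = double that signal; a rise in the Bmi1 reporter signal indicates esBAF inhibition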
# Xi reactivation: activators of X-chromosome reactivation in mouse fibroblasts. AID 743238. activation, % at 7.58 µM. actives 0.055% (n = 360,000). XiGFP mouse fibroblasts, % GFP-positive cells imaging, 3 d; cells co-treated with 5-aza-dC sensitizer; scaled so ellipticine positive control = 100%;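 active = mean normalized replicate activation at least 10% and every replicate at or above 10%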;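 also: 0% = median of on-plate neutral control wells and 100% = ellipticine 6 µM median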
#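 System: 68-5-11 XiGFP fibroblast line; Timing: 3 days compound exposure; Compound dosing: one concentration, pinned; Benchmarks: positive control ellipticine, 6 µM final; Buffer or medium: DMEM containing 5-aza-dC.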
# ERAP1 HTS inh: ERAP1 (human) enzyme inhibition | Q9NZ08 | actives 0.15% (n = 340,000) | inhibition, % at 10.7 µM | recombinant ERAP1, Leu-AMC fluorescence, 60 min;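 active = mean replicate inhibition of at least 30%, or all replicates individually reaching that 30% level; inactive = mean below 30% and not every replicate reaching it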;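 also: 0% = neutral control wells and 100% = L-leucinethiol positive control wells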
# RAD54 branch: inhibitors of human RAD54 branch migration | Q92698 | inhibition, % at 10.4 µM | actives 0.14% (n = 360,000) | RAD54 Holliday junction branch migration, FAM/BHQ fluorescence;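 active = mean normalized replicate activity at least 40 and at least half of replicates scoring 40 or more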;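 also: 0% = median of neutral control wells and 100% = median of positive control wells; inhibitors cause a drop in the FAM fluorescence signal; in these data hits start at about 50%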
# ARNT TACC3 PPI: disrupts binding between human ARNT and TACC3; Q9Y6A5; AlphaScreen His-ARNT PAS-B/GST-TACC3 binding, luminescence; TACC3 fragment carries E629A point mutation; inhibition, % at 9.99 µM; actives 0.66% (n = 390,000); AID 623870;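 active = mean inhibition of replicates at least 50% and at least half of replicates each reaching 50%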;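 also: 0% = complete ARNT plus TACC3 wells and 100% = ARNT alone without TACC3; many hits fall short of the cut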
# CFTR F508del cor: CFTR F508del correction in bronchial cells; CFBE cells, YFP halide quenching; stimulated with forskolin plus potentiator P3; % fluorescence drop versus neutral controls; activity (quench increase), % at 7.58 µM; actives 0.36% (n = 350,000); AID 720511;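 active = mean added fluorescence quench of at least 8% versus neutral control, with both replicates also reaching 8%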;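 also: cells transiently co-express mutant CFTR-F508del with the halide-sensitive YFP; corrector assay measuring rescue of mutant channel to the surface after 24 h compound exposure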
# * = called active by the depositor; . = no result given.
SMILES,RAD52 inh,INS-1E GSIS act,esBAF inh,Xi reactivation,ERAP1 HTS inh,RAD54 branch,ARNT TACC3 PPI,CFTR F508del cor
N#C[C@@H]1[C@@H](c2ccc(C#Cc3cccnc3)cc2)[C@@H](CO)N1C(=O)NC1CCCCC1,-32,1,1,-0.1,-1,5,-22,0.0
Cc1cc(C(=O)Nn2c(C3CCCCC3)nc3ccccc3c2=O)ccc1[N+](=O)[O-],-12,-6,.,0.1,10,.,5,.
Cc1noc(C)c1S(=O)(=O)N1CCCC1C(=O)NC(C)(C)C (stereo not given),-8,28,-8,0.2,-3,10,-6,-0.1
O=C(O)COCC(=O)NCc1csc2ccc(Cl)cc12,-8,19,.,0.4,0,.,-2,-2.3
O=C1Nc2ccccc2N(O)N1c1ccc(Cl)c(Cl)c1,-9,-4,.,0.0,15,.,-3,-1.5
COc1ccc(NC(=O)c2cc(S(=O)(=O)N(C)C)ccc2N2CCCC2)cc1Cl,-6,.,.,0.4,-1,.,-4,.
CCOC(=O)N1CCN(S(=O)(=O)N2CCCC(C(=O)NCc3cc(OC)ccc3OC)C2)CC1 (stereo not given),0,99*,2,0.0,0,0,.,0.3
O=C(COc1ccccc1[N+](=O)[O-])Nc1ccc(NC(=O)c2cc3ccccc3o2)cc1,-21,21,.,0.1,-4,3,-2,0.7
O=C(O)COc1cccc2ccccc12,.,8,-8,.,.,4,-3,.
Cc1cc(C(=O)COC(=O)c2ccc(O)cc2)c(C)n1CC1CCCO1 (stereo not given),-4,3,.,0.0,-3,.,1,-1.3
COc1ccc(C(CNC(=O)c2ccc(C)c(S(=O)(=O)N3CCCCC3)c2)N2CCCC2)cc1 (stereo not given),-36,-8,20,0.1,1,-3,-5,-0.6
CS(=O)(=O)Nc1ccc2c(c1)[C@@H]1C[C@H](CC(=O)O)O[C@H](CO)[C@@H]1O2,1,1,.,0.5,-1,.,.,-0.5
O=C1Cc2ccccc2C(=O)N1c1cccc(Cl)c1,-3,12,-4,0.4,-2,-3,-3,-1.9
O=C(N/N=C/c1c(O)ccc2ccccc12)Nc1ccccc1,-343,-6,.,0.4,.,.,.,2.4
COc1ccc(C#Cc2ccc3c(c2)[C@@H]2[C@@H](CCN2C(=O)c2ccccc2F)[C@H](CO)N3C)cc1,.,5,3,0.2,.,7,26,-0.8
Cc1nc2cc(NCc3ccccc3O)ccc2n1Cc1ccccc1,-22,1,.,0.0,2,.,25,-4.3
CC(=O)Nc1ccc(SCC(=O)NCCc2ccc(F)cc2)cc1,-10,5,.,0.0,3,13,3,-1.3
Cc1cc(C)c(C2C(C#N)=C(N)Oc3n[nH]c(C)c32)cc1CN1CCCC1 (stereo not given),-14,-2,-1,.,3,1,-11,3.8
CC(=O)c1ccc(NC(=O)CNCC(c2ccccc2)N(C)C)cc1 (stereo not given),-7,9,-9,0.0,-5,.,7,-1.6
Cc1c(O)ccc(/C=N/Nc2ncccc2[N+](=O)[O-])c1O,-6,5,-8,-0.1,1,6,-7,-1.9
COC(=O)Cn1cc(/C=C/c2cc[n+](C)cc2)c2ccccc21,-328,7,-3,0.2,13,-150,-1,-2.4
COc1ccc(OC)c(/C=C/C(=O)OCC(=O)N2C(C)CCCC2C)c1 (stereo not given),-12,-36,4,-0.1,10,4,3,-2.5
CCC(=O)Nc1ccc2c(c1)OC[C@H](C)N(C(=O)Cc1cccnc1)C[C@@H](C)[C@H](OC)CN(C)C2=O,3,23,-2,0.2,0,0,-1,2.7
O=S(=O)(Nc1ncccn1)c1ccc(NC(=S)Nc2ccc(Cl)cc2)cc1,-14,-13,12,0.1,.,.,-5,-0.8
O=C(c1nc2ccc(Cl)cn2c1CNCCc1cnccn1)N1CCCCCCC1,-17,-6,9,0.3,2,-5,-4,-0.2
CCC(C(=O)OCC(=O)N1C(C)CCCC1C)c1ccccc1 (stereo not given),-2,2,4,0.1,0,3,-15,2.0
CCOC(=O)CSc1c(-c2cccs2)[nH]c2ccccc12,.,-22,-2,0.0,.,-12,-10,.
N#C[C@@H]1N[C@@H](CO)[C@@H]1c1ccccc1,-4,7,-6,0.0,2,6,-12,-2.4
CCCCc1ccc(NC(=O)CC(C)C)cc1,-1,-8,48*,0.5,-5,.,-3,-2.9
O=C(Cn1cc2c(n1)CCCC2)NC1CCCCCC1,0,-6,11,0.0,-3,-3,0,-1.2
Cc1ccccc1NC(=O)C(C)n1c2ccccc2c2nc(=O)cc(C)n21 (stereo not given),-12,-8,-7,0.4,0,.,-2,2.6
CC12CCC(C(=O)Nc3ccccc3Cl)(C(Br)C1=O)C2(C)C (stereo not given),.,-11,.,0.1,.,-16,4,.
CN(CC(=O)N1CCCCC1)S(=O)(=O)c1cccc2nsnc12,-4,0,1,0.2,0,-4,.,-0.8
Cc1cc([N+](=O)[O-])ccc1NC(=O)COc1nsnc1N1CCOCC1,-21,3,-1,0.0,-1,4,7,-0.7
Nn1c(SCC(=O)Nc2ccc3c(c2)OCCO3)nnc1-c1ccncc1,5,4,-2,0.0,-4,6,-4,-1.1
O=C(Cn1c(NCCCCl)nc2ccccc21)c1ccccc1,-6,30,5,0.0,-2,-12,-1,0.8
CCc1ccccc1NC(=O)CCN1C(=O)C2C3CCC(C3)C2C1=O (stereo not given),-5,0,.,0.0,0,.,-3,-1.6
O=C(Nc1nc2ccccc2n1Cc1ccccc1)c1ccc(COc2ccccc2[N+](=O)[O-])o1,-13,-2,-5,.,1,-5,-8,4.1
COc1cccc(S(=O)(=O)N2CCCCN3[C@@H](CO)[C@H](c4ccc(-c5cncnc5)cc4)[C@@H]3C2)c1,-14,-12,.,-0.1,-2,-4,0,0.1
COc1cccc(S(=O)(=O)N[C@H]2CC[C@H](CC(=O)NC3CCC3)O[C@@H]2CO)c1,-1,1,3,-0.3,1,-2,11,-1.1
C[C@H]1CN([C@@H](C)CO)C(=O)Cc2cc(NC(=O)Nc3ccc(C(F)(F)F)cc3)ccc2O[C@H]1CN(C)Cc1ccccc1,9,-2,0,1.4,3,0,2,1.2
COc1cc(CNc2cccc3[nH]c(C(F)(F)F)nc23)cc(OC)c1,-21,-2,1,0.3,-1,-8,2,1.7
CCn1c(C(=O)N2CCC(C(=O)NCCCSC3CCCCC3)CC2)cc2sccc21,-5,.,-18,0.0,2,3,2,-0.5
COc1ccc([N+](=O)[O-])cc1/C=N/Nc1nn[nH]n1,-13,6,.,0.0,-1,.,-2,-3.0
CSc1ccccc1C(=O)OCC(=O)NC1CCCCCCC1,2,12,-5,0.0,-3,-12,.,-0.7
O=C(O)c1cccc(S(=O)(=O)Nc2ccc3c(c2)CCC3)c1,-2,.,-1,0.4,-3,-2,-2,-2.7
O=C1/C(=C/c2ccccn2)SC(=S)N1CCc1ccccc1,-11,4,.,0.1,.,.,6,-3.1
O=C(Cc1ccccc1)N1CC[C@@H]2[C@@H](CO)Nc3ccc(C#Cc4cccc(F)c4)cc3[C@@H]21,.,4,-2,0.2,.,0,-3,-0.6
Cc1ccsc1CNC12CC3CC(CC(C3)C1)C2,-14,15,.,0.0,-3,.,11,-0.9
COC(=O)Cc1csc(Nc2ccc(F)c(Cl)c2)n1,-15,-9,.,0.0,2,.,0,1.6
C[C@@H]1CCCCO[C@@H](CN(C)C(=O)c2ccccc2)[C@H](C)CN([C@H](C)CO)C(=O)c2cc(NS(=O)(=O)c3ccc(Cl)cc3)ccc2O1,23,-15,10,0.0,-1,4,2,3.0
COCC(=O)N1CC2(C1)[C@@H](c1ccccc1)[C@@H](CO)N2C(=O)c1ccncc1,-8,22,.,-0.1,-6,.,.,-1.4
COc1ccc(OC)c2sc(NNC(=O)COc3ccccc3)nc12,-15,6,-9,0.0,.,4,-3,-0.4
CCOc1ccc2ncc(S(=O)(=O)c3ccc(C)cc3)c(N3CCC4(CC3)OCCO4)c2c1,-18,7,.,0.7,-1,-11,-17,.
COc1ccc(OC)c(S(=O)(=O)N2CCC(C(=O)NC3CCCC3)CC2)c1,-15,11,-5,0.0,2,.,-2,2.4
CS(=O)(=O)c1cnc(-c2ccccc2)nc1Sc1ccc(F)cc1,-2,21,5,0.2,1,-3,-7,2.9
C/C=C/c1ccc([C@@H]2[C@H](CO)N(CC3CC3)C23CN(S(C)(=O)=O)C3)cc1,-25,0,.,0.8,1,.,.,-1.0
C[C@H]1CN([C@@H](C)CO)C(=O)Cc2cc(NC(=O)Cc3ccccc3)ccc2O[C@H]1CN(C)S(=O)(=O)c1ccc(Cl)cc1,14,-10,0,-0.4,1,-8,3,0.7
Cc1ccc(CC2CC(=O)N(c3cc(C)ccc3C)C2=O)cc1 (stereo not given),-9,-13,-9,0.0,-3,0,-6,-3.6
N#C[C@@H]1[C@@H](c2ccc(-c3cccc(F)c3)cc2)[C@H](CO)N1C(=O)NC1CCCCC1,-37,-6,.,-0.1,0,.,.,-2.0
# Additional results.
SMILES,RAD52 inh,INS-1E GSIS act,esBAF inh,Xi reactivation,ERAP1 HTS inh,RAD54 branch,ARNT TACC3 PPI,CFTR F508del cor
CCN(C(=O)c1ccc(NC(=O)Cc2ccccc2)cc1)c1ccccc1,-10,-32,11,0.5,-3,0,-2,1.1
Cc1cccc(N2CCN(C(C(=O)NCc3ccccc3)c3ccco3)CC2)c1C (stereo not given),-19,-3,.,0.0,.,.,.,-2.7
COc1ccccc1N1CCN(C(=O)C(CC(C)C)NC(=O)C2CCCCC2)CC1 (stereo not given),3,-20,-3,0.1,2,-4,12,1.7
O=C(c1cc(COc2ccc(F)cc2Cl)on1)N1CCC(c2ccncc2)CC1,-18,-29,.,0.6,-2,.,8,0.7
CSc1ccc(S(=O)(=O)N2CCC(C(=O)NCc3cccnc3)CC2)cc1,-9,-13,-7,0.2,0,-4,1,-2.3
COC(=O)Cc1ccc(NC(=S)N2CCN(c3ccccn3)CC2)cc1,3,-7,6,0.1,-3,7,-3,3.5
O=C(Cc1csc(NC(=O)Nc2ccc(Cl)cc2)n1)NCc1ccccn1,3,-24,45*,0.2,2,-1,8,0.3
O=C(NCc1ccc(Cl)cc1)c1cc2c(s1)CS(=O)(=O)C2,-34,19,-1,0.1,-2,0,-5,0.1
CCOc1ccc(C(C(=O)NC(C)(C)C)N(CCOC)C(=O)CCC(=O)Nc2ccccn2)cc1 (stereo not given),-11,3,2,0.1,-2,1,9,0.4
COC(=O)C[C@H]1CC[C@H]2[C@@H](COc3ccc(NC(=O)c4cccs4)cc3C(=O)N2C)O1,16,0,.,0.2,1,.,.,2.2
C[C@H]1CN([C@@H](C)CO)C(=O)Cc2cc(NC(=O)Nc3ccc(F)cc3)ccc2O[C@H]1CN(C)C,5,27,-5,-1.0,0,-27,6,-4.9
O=C(COc1ccc(Cl)cc1)Nc1ccc2c(c1)OCO2,0,15,-5,0.0,-5,.,-3,1.7

# Compound activity as filed in PubChem BioAssay.
